High-throughput results: PubChem, Broad Institute
INS-1E GSIS act – primary screen for activators of insulin secretion dependent on glucose, INS-1E cells, GLuc reporter luminescence; INS-1E GLuc reporter insulin secretion, 2-3 h; activation, % at 16.6 µM; hit rate 0.61% among 370,000; AID 743287;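 active means lowest replicate activation of at least 40%, so every replicate reaches that level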;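 further: 0% = median of neutral control wells and 100% = median of IBMX positive control wells; some compounds called inactive have numbers as strong as hits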
miR-122 sensor – inhibitors of miR-122 in Huh7 cells; Huh7 miR-122 Renilla luciferase sensor, 48 h; neutral wells = 0, positive control = 100; activation (reporter increase), % at 12.5 µM; hit rate 0.3% among 340,000;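 active means mean replicate activation score at least 90 and every replicate individually at or above 90; inconclusive means only one of the two criteria met; inactive means neither criterion met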;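 further: higher luciferase means less miR-122 activity so hits act as miR-122 inhibitors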
FN deposition inh – fibronectin deposition inhibition; hit rate 0.086% among 350,000; AID 743247; inhibition, % at 12.6 µM; AH1F fibroblasts, Alexa488-fibronectin deposition fluorescence, overnight;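 active means mean inhibition across replicates of 30% or more, regardless of how many single replicates reach that level; inconclusive means mean under 30% yet at least half of replicates reach 30%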;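 further: positive control wells lacked labelled fibronectin entirely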
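Assay system: AH1F fibroblasts / Quantity: 10000 cells per well / Medium: DMEM plus 2% serum, read in PBS / Reagent: labelled fibronectin 24 nM / Dosing: single dose, pinned / Times: 1 h cell attachment, overnight exposure to compound and label / Signal: fluorescence, ex 485 nm, em 525 nm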
DENV2 CPE rescue – protects cells from dengue virus 2 cytopathic effect; CPE inhibition, % at 9.99 µM; AID 651640; DENV2-infected cells, cytopathic effect rescue, plate reader; hit rate 1.7% among 350,000; in the data active means CPE inhibition above about 20%, passing the limit was not always enough; inconclusive means no clear call, values can overlap the other calls; tested in BHK-21 cells;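 further: 0% = median of neutral control wells and 100% = median of positive control wells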
F508del corr – correctors of CFTR F508del function in bronchial epithelial cells | CFBE cells, YFP halide quenching; stimulated with forskolin plus potentiator P3; % fluorescence drop versus neutral controls | activity (quench increase), % at 7.58 µM | hit rate 0.36% among 350,000;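 active means mean added fluorescence quench of at least 8% versus neutral control, with both replicates also reaching 8%; inconclusive means only one of the mean or replicate conditions met; inactive means mean below 8% and not both replicates reaching 8%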;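 further: cells transiently co-express mutant CFTR-F508del with the halide-sensitive YFP; corrector assay measuring rescue of mutant channel to the surface after 24 h compound exposure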
PAX8 reporter – PAX8 transcriptional activity inhibition | RMG-I TPO-luciferase reporter, SteadyGlo, 24 h | inhibition, % at 12.6 µM | hit rate 1.2% among 360,000 | AID 652154;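 active means mean replicate inhibition at least 60% with every replicate also reaching 60%; inconclusive means only one of the two criteria is met; inactive means mean below 60% and not all replicates reaching 60%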;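 further: luciferase light reporting Pax8 driven TPO promoter activity; plate controls were median of neutral control wells for no effect and mitoxantrone controls for full effect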
EWS-Fli block – inhibitors of EWS/Fli oncoprotein transcriptional activity | hit rate 0.67% among 350,000 | AID 651661 | inhibition, % at 12.6 µM | A673 NR0B1-luciferase reporter, viability-normalised;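 active means mean inhibition of at least 50% after viability correction, with every replicate also passing that limit; inconclusive means mean reaches 50% but only one of two replicates passes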;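 further: firefly luciferase signal divided by Alamar Blue viability fluorescence both relative to DMSO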
* hit, by the source's call; ? = inconclusive; . = no result given; & = joins results of further samples; [ ] = dose if it differs, or a comment.

Every second line gives: INS-1E GSIS act | miR-122 sensor | FN deposition inh | DENV2 CPE rescue | F508del corr | PAX8 reporter | EWS-Fli block
1: O=C(NN1CCOCC1)c1ccc(F)cc1
    7.5 | 1.2 | 0.6 | -1.7 | -1.4 | -5.4 | -1.5
2: CCc1ccc(C(=O)COC(=O)c2ccccc2OC)cc1
    . | -2.6 | -3.6 | -6.0 | -1.9 | . | -7.6
3: CNCCC1Sc2ccccc2Oc2ccccc21 (centres undefined)
    -16.8 | 0.9 | -1.9 | . | 0.5 | 7.9 | -3.1
4: O=C(O)c1cc(-c2ccc(Cl)s2)[nH]n1
    8.7 | -5.2 | -3.8 | 5.3 | -0.9 | 21.1 | 6.8
5: COc1ccc(-c2ccc([C@@H]3[C@@H](CO)N(C(=O)c4cccc(F)c4)[C@H]3C#N)cc2)cc1
    -8.8 | . | -7.7 | 15.5 | -0.5 | -26.8 | 5.5
6: COCCN(CC(=O)Nc1cccc(C)c1C)C(=O)C1(c2ccccc2)CC1
    0.7 | 4.7 | -29.2 | -7.2 | 2.8 | 8.0 | -11.6
7: N#CCOC(=O)C1c2ccccc2Oc2ccccc21
    12.4 | -2.4 | 1.8 | -1.6 | 1.0 | -1.6 | -4.5
8: CN(CC(=O)NC(=O)NC(C)(C)C)CC(=O)Nc1ccccc1Cl
    -31.9 | -1.4 | -0.9 | . | 1.1 | 2.9 | 4.0
9: CCc1ccccc1N(C(C)=O)c1nc(CN=C=S)cs1
    -10.0 | -0.5 | -5.6 | 2.1 | -3.2 | 15.1 | 4.3
10: CCN(CC)CCN(Cc1cc2cc3c(cc2[nH]c1=O)OCO3)C(=S)NCC(C)C
    . | -8.0 | 4.1 | -3.0 | 2.0 | 15.6 | 8.4
11: Cc1ccc(Cl)cc1NS(=O)(=O)c1ccccc1
    -12.3 | 54.0 | -0.4 | -2.1 | -0.3 | -0.9 | -2.6
12: CCCCC1CCC(C(=O)N(C)CC(=O)Nc2cccc(OC)c2)CC1 (centres undefined)
    -8.8 | 1.5 | -3.2 | -6.5 | 2.0 | 2.9 | 1.7
13: CO[C@H]1CN(C)C(=O)c2ccc(NC(=O)C3CC3)cc2OC[C@@H](C)N(CCC(F)(F)F)C[C@H]1C
    -10.7 | -3.1[16.7 µM] | -1.8 | -3.9 | 2.4 | -4.5 | 1.5
14: Cc1ccc(S(=O)(=O)N2CCOCC2)cc1C(=O)NCCN1C(=O)S/C(=C\c2ccccc2Cl)C1=O
    -1.9 | -7.2 | 5.5 | . | . | 10.6 | .
15: COCC(=O)N1C[C@@H](C)[C@H](OC)CN(C)C(=O)c2ccc(NC(=O)c3ccc(OC)cc3)cc2OC[C@@H]1C
    7.1 | . | -1.4 | -5.5 | -0.8 | -9.8 | -6.3
16: O=C(Cn1nnc2ccccc21)c1ccc(Br)cc1
    2.4 | -4.6 | -1.8 | -3.0 | -0.1 | -56.4 | -60.5
17: O=C(CCn1c(=S)[nH]c2ccccc2c1=O)NCCCN1CCOCC1
    . | -0.3 | 4.4 | . | . | 1.0 | .
18: CCOc1ccc(/C(O)=C2/C(=O)C(=O)N(Cc3cccnc3)C2c2ccc(N(C)C)cc2)c(C)c1 (centres undefined)
    -0.5 | 0.5 | . | 3.1 | 0.6 | . | 13.1
19: Cc1nn(C)cc1C(=O)/C=C/c1ccc([N+](=O)[O-])cc1
    4.9 | -7.0 | -2.0 | 1.4 | 1.0 | -15.0 | -1.0
20: OC[C@@H]1CN(Cc2ccncc2)C[C@H](n2cnc3c(NCc4ccco4)ncnc32)O1
    16.3 | -5.0 | 9.4 | . | -3.2 | -1.1 | -0.7
21: Cc1cc(-n2c(C)cc(C(=O)CN3C(=O)NC4(CCCCC4)C3=O)c2C)no1
    -1.6 | -12.1 | . | 3.3 | -3.7 | . | -2.6
22: N#CCC(=O)Nc1ccc(C(=O)OCC(=O)c2ccc3c(c2)NC(=O)CO3)cc1
    2.4 | . | . | 2.4 | -0.6 | -3.2 | -4.1
23: Cc1ccccc1CS(=O)(=O)Cc1ccc(C(=O)NCC2CCCO2)o1 (centres undefined)
    -20.6 | . | 5.2 | 1.3 | -2.2 | 38.3 | -11.5
24: CC(Sc1nnc(Cn2c(=O)sc3ccccc32)n1C)c1ccccc1 (centres undefined)
    3.9 | 4.5 | 8.5 | -0.9 | 2.9 | 3.6 | 7.3
25: C[C@@H]1CCCCO[C@H](CN(C)C(=O)Nc2ccccc2)[C@@H](C)CN([C@H](C)CO)C(=O)c2cc(NC(=O)c3ccncc3)ccc2O1
    0.7 | 1.7[16.7 µM] | -10.8 | -2.9 | 1.4 | -28.6 | -4.0
26: C[C@@H]1CN([C@H](C)CO)C(=O)c2cc(NS(=O)(=O)c3ccc(Cl)cc3)ccc2O[C@@H]1CN(C)Cc1ccc(-c2ccccc2)cc1
    -13.9 | -16.7[16.7 µM] | 19.5 | -16.7 | 9.4* | . | 10.2
27: COc1ccc(N(CC(=O)NCc2cccnc2)S(=O)(=O)c2ccccc2[N+](=O)[O-])c(OC)c1
    6.9 | . | 8.4 | 4.8 | -2.8 | 10.8 | -4.0
28: C#CCN(C[C@@H]1[C@@H](OC(=O)NCc2ccccc2)[C@@H](OC(=O)NCc2ccccc2)Cn2c(=O)n(CCCCCC)c(=O)n21)S(=O)(=O)c1ccc(C)cc1
    0.7 | -8.0 | . | -9.8 | 1.3 | 5.6 | 2.1
29: COc1ccc(CNC(=S)NCc2ccc(OC)cc2)cc1
    -53.9 | 9.1 | -2.4 | -0.9 | 0.6 | -6.1 | -1.5
30: C[C@@H]1CN([C@@H](C)CO)C(=O)c2cc(/C=C/c3ccccc3)cnc2O[C@@H]1CN(C)C(=O)Cc1ccccn1
    -6.2 | -2.2[16.7 µM] | . | ? | 2.4 | -11.8 | -4.1
31: COc1ccc(C(=O)Nc2nnc(-c3ccc(F)cc3)s2)c(OC)c1
    -2.9 | 2.5 | 6.7 | -2.4 | -0.8 | -36.8 | 2.9
32: C=CCn1c(SCC(=O)NC2CCCCC2)nc2ccccc2c1=O
    20.3 | -4.0 | 3.1 | -1.3 | 0.4 | 7.8 | -0.1
33: CC(=O)Oc1ccc(C(=O)Nc2cc(NC(=O)c3ccc(OC(C)=O)cc3)cc(C(=O)NC(C)(C)C)c2)cc1
    -18.4 | . | 0.7 | -3.9 | . | -16.1 | 17.1
34: Cc1cc2nc(C)c(=O)n(C)c2cc1C
    12.0 | . | 28.9 | . | . | -2.9 | .
35: CC1CCN(S(=O)(=O)c2ccc(NC(=O)Cc3cccs3)cc2)CC1
    -3.1 | ? | -0.6 | . | . | . | .
36: Cc1c(NC(=O)/C(C#N)=C/c2c(Oc3ccccc3)nc3ccccn3c2=O)c(=O)n(-c2ccccc2)n1C
    44.5* | . | 3.4 | . | . | 2.0 | .
37: C[C@@H]1CN([C@@H](C)CO)C(=O)c2cc(NS(C)(=O)=O)ccc2O[C@H]1CN(C)C(=O)Nc1ccccc1
    -0.7 | -8.5[16.7 µM] | . | 0.7 | -0.2 | -3.0 | 0.9
38: Cc1cc(=O)oc2c(CN3CCN(CCO)CC3)c(O)ccc12
    . | . | -7.6 | 10.4 | -2.2 | 11.2 | 1.7
39: Fc1cccc(CN2C[C@@H]3N[C@H](C2)C3c2ccc(-c3cncnc3)cc2)c1 (some centres undefined)
    -6.2&5.0 | . | 4.2&9.0 | ? | -0.8&1.6 | 8.4&17.0 | 23.1&-5.1
40: COC(=O)C[C@H]1CC[C@H]2[C@@H](COc3ccc(NC(=O)Nc4cccc(Cl)c4)cc3C(=O)N2C)O1
    -8.1 | 3.1[16.7 µM] | -5.2 | 1.4 | 1.1 | 22.7 | 60.4*
41: O=C1c2ccccc2C(O)N1Cc1ccc2c(c1)OCO2 (centres undefined)
    . | -2.6 | 1.2 | -2.7 | -0.3 | 19.5 | -20.1
42: Cc1ccc(S(=O)(=O)Nc2ccc3c(c2)C(=O)N([C@H](C)CO)C[C@H](C)[C@@H](CN(C)S(=O)(=O)c2ccc(F)cc2)OCCCC[C@H](C)O3)cc1
    2.3 | -4.1[16.7 µM] | . | 3.5 | -2.0 | 85.5* | -10.8
43: O=C(CSc1nncs1)Nc1cccc2ccccc12
    1.9 | -5.8 | -7.9 | 8.3 | 1.4 | -7.3 | 7.2
44: COc1ccc(NC(=O)CSCC(=O)N2CCN(C(=O)c3ccco3)CC2)cc1
    7.6 | -4.3 | -4.0 | 10.4 | -3.6 | -7.1 | 5.6
45: O=c1nc2c(O)cccn2c2c1c(=O)[nH]c1ccccc12
    . | 11.3 | -3.5 | . | 0.0 | 38.9 | 0.5
46: CC1CN(C(=O)COc2ccc3ccccc3c2Br)CC(C)O1 (centres undefined)
    -16.0 | -15.1 | -1.7 | -2.6 | 1.4 | -9.9 | -22.3
47: Cc1nnc(SCC2=C(C(=O)O)N3C(=O)C(NC(=O)Cn4nc(C(F)F)c(Cl)c4C)C3SC2)s1 (centres undefined)
    -0.4 | 0.9 | 5.0 | 3.0 | 1.0 | -3.0 | 10.9
48: O=C(Nc1ccc(F)cc1)Nc1ccccc1NS(=O)(=O)c1cccs1
    -8.4 | 72.5 | -8.7 | 3.0 | -5.2 | -3.3 | 9.0
49: CCN1C(=O)C(CC(=O)Nc2ccc(F)cc2)N(CCc2ccc(OC)cc2)C1=S (centres undefined)
    -33.6 | . | 11.3 | 4.4 | 4.1 | 16.1 | 5.2
50: Cc1ccc(C(CC(=O)O)NC(=O)c2ccc(S(=O)(=O)N3CCCC3)cc2)cc1 (centres undefined)
    26.9 | -0.6 | 5.5 | -7.8 | 0.9 | -14.2 | 1.0

(list continues)
Every second line gives: INS-1E GSIS act | miR-122 sensor | FN deposition inh | DENV2 CPE rescue | F508del corr | PAX8 reporter | EWS-Fli block
51: COc1ccc2c(c1OC)c(=O)n1c3ccc(OC(C)C(=O)NCCN4CCOCC4)cc3c3ccnc2c31 (centres undefined)
    -12.0 | -8.7 | . | -4.2 | 4.9 | . | -3.4
52: Nc1ccccc1Sc1c[nH]c2ccccc12
    0.4 | 1.4 | 4.0 | -2.2 | 0.6 | 21.1 | .
53: Cc1ccc(S(=O)(=O)Nc2ccc3c(c2)C(=O)N([C@H](C)CO)C[C@H](C)[C@H](CN(C)C(=O)Nc2cccc4ccccc24)O3)cc1
    -6.5 | -10.2[16.7 µM] | . | -1.8 | 0.5 | -1.9 | -20.1
54: COC(=O)[C@]1(Cc2ccccc2)N[C@H](CN(C)C(=O)COc2ccccc2)[C@@H]2C(=O)N(Cc3ccccc3)C(=O)[C@@H]21
    -17.8 | -3.2 | 5.0 | 10.1 | 5.6 | 13.2 | 12.4
55: Cc1ccc(S(=O)(=O)Nc2ccccc2CNc2ncc(Br)cc2Br)cc1
    -21.4 | -4.1 | . | . | . | 1.8 | .
56: O=C(O)CC/C(=C\c1ccc(N2CCOCC2)c([N+](=O)[O-])c1)c1nc2ccccc2s1
    35.7 | . | 7.3 | -3.0 | -2.8 | 12.9 | -14.5
57: O=C(NC(=S)N1CCCC(O)C1)c1ccco1 (centres undefined)
    -21.2 | 2.6 | 2.5 | 14.5 | -1.8 | -24.3 | -2.1
58: Cn1c(Cn2c(=O)sc3ccccc32)nnc1SCc1ccc(F)cc1
    -10.0 | 0.8 | -16.7 | -0.7 | -0.6 | 12.8 | -21.0
59: O=C(NCC1CCCO1)c1ccc2c(=O)n(-c3ccc(F)cc3)c(=S)[nH]c2c1 (centres undefined)
    1.2 | -2.1 | -0.4 | 0.9 | -1.4 | 10.9 | 4.7
60: CCCn1c(SCC(=O)N2CCc3ccccc3C2)nc2c1c(=O)n(C)c(=O)n2C
    . | -6.8 | 2.0 | . | . | -1.2 | .
